Assay outcomes from PubChem BioAssay.
Menin MLL FP TR = inhibitors of human menin-MLL interaction, mutant MLL peptide; O00255; AID 1768; Potency, µM (top dose mostly 61.6 µM), for the others: at the highest dose FP activity change, negative = inhibition, actives largely listed as inhibitors; hit rate 0.23% among 270,000; Menin + Texas Red MLL mutant peptide, fluorescence polarization; active means well fitted inhibition curve with a large enough effect in the polarisation, with a control signal flat, not every such curve was filed as active; inconclusive means small, poorly fitted or top-dose-only effect, or effect the other way, or a change in a side signal; inactive means no such curve, though single readings can be large or run the other way; the % refers to the polarisation; further: potency means the concentration at half of the fitted maximal effect; % of control where 0% means no effect; many of its hits are not listed in these tables
B2AR arrestin = agonists driving beta-arrestin recruitment to human beta2-adrenergic receptor | hit rate 0.02% among 330,000 | beta-arrestin recruitment to beta2AR, cell-based reporter | Potency, µM (top dose mostly 46.1 µM), for inactives: at the top dose activation, actives largely listed as activators;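 further: potency means the concentration at half of the fitted maximal effect; 0% = DMSO controls and full agonism = EC100 isoproterenol or metaproterenol; nearly all actives have a fitted effect of over 65% in size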
TSG101-PTAP inh = blocks PTAP/TSG101 interaction to inhibit HIV-1 budding; Q99816; Fluorescence polarization, FITC-PTAP peptide / Tsg101 binding; Potency, µM (series often up to 115 µM), for inactives: top-dose activity change, negative = inhibition, usual class: inhibitors; 340,000 tested, under 10 active; AID 493005; active means well fitted inhibition curve with a large enough effect in the main read-out, with a control signal flat, not every such curve was filed as active; inconclusive means small, poorly fitted or top-dose-only effect, or effect the other way, or a change in a side signal; inactive means no such curve, though single readings can be large or run the other way; further: potency means the concentration at half of the fitted maximal effect; % of control where 0% means no effect
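Fluorescence polarization binding of Tsg101 binding domain (10 uM final) to FITC-labeled PTAP peptide (50 nM final) in HEPES pH 7.5 buffer with NaCl, Tween 20, EDTA, TCEP. Compounds added before peptide; binding 20 min at RT.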
Giardia kill = Giardia lamblia killing. Giardia lamblia trophozoite viability. activity change, % at 7.66 µM, hits read low. hit rate 0.15% among 340,000; in the data active means activity change below about -80%; inconclusive means between about -30% and that limit;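 further: parasites exposed to compound for two days anaerobically before the ATP read; on the % scale 0 is the no-effect control and ±100 the full control effect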
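Compounds were tested on trophozoites seeded at 100 cells/well and held 48 hrs at 37 deg C anaerobically. An ATP-based luminescent kit measured the remaining live cells.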
Tb PFK block = inhibitors of T. brucei phosphofructokinase; T. brucei PFK, ADP-Glo luminescence; hit rate 0.17% among 330,000; Potency, µM (doses to about 57.5 µM), for inactives: at the highest dose activity, negative = inhibition, hits mostly inhibitors; AID 485367; O15648;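 further: potency means the concentration at half of the fitted maximal effect; 0% = uninhibited 1x PFK enzyme wells and -100% = no-enzyme wells; nearly all actives have a fitted effect of over 60% in size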
Target sequence (O15648 whole entry, looked up): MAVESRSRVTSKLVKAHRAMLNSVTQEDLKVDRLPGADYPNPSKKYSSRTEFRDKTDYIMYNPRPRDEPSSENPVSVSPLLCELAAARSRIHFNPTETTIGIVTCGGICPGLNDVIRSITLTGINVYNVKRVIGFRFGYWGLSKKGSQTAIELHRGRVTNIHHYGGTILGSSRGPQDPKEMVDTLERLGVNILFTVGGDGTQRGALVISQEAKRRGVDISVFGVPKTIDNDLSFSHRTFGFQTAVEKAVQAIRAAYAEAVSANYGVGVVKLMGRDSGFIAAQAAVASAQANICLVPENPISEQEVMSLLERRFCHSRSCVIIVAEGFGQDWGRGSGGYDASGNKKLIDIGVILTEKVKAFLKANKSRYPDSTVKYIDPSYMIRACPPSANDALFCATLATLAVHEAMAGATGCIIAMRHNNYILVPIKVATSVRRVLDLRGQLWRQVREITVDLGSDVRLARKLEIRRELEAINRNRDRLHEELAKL
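PFK 1.25 nM, F6P 0.5 mM, ATP 0.1 mM, 0.1 M TEA pH 8.0, 5 mM MgCl2, 0.01% Tween20, 0.1% BSA; 45 min RT. ADP-Glo readout. qHTS titration up to 57 uM; curves fitted, compounds curve-classed.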
BCR signal inh = blocks chronic active B-cell receptor signaling; ABC-DLBCL IkBa-CBG/CBR reporter, luminescence ratio, 4 h; Potency, µM (titrated, usually from 46.1 µM), for inactives: at the top dose ratio change, negative = lower green/red ratio, usual class: inhibitors; hit rate 0.05% among 340,000; active means well fitted inhibition curve with a large enough effect in the signal ratio, with a control signal flat, not every such curve was filed as active; inconclusive means small, poorly fitted or top-dose-only effect, or effect the other way, or a change in a side signal; the % refers to the signal ratio;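 further: potency means the concentration at half of the fitted maximal effect; plate controls were basal doxycycline-induced cells for no effect and cells given 10 µM MG132 for full effect; MG132 reads +100%, hits lower the ratio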
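Doxycycline induced both beetle luciferases in TMD8 lymphoma cells; IKK-driven degradation limits the IkappaBalpha-fused green signal, while red luminescence normalises for cell number and nonspecific effects. Compounds tested up to 46 uM, 4 hrs.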
GALK inh = blocks human galactokinase activity. Purified GALK, Kinase-Glo residual ATP luminescence. Potency, µM (doses to about 57.5 µM), inactives show at the top dose activity change, negative = inhibition, hits mostly inhibitors. hit rate 0.007% among 270,000. AID 1868; further: potency means the concentration at half of the fitted maximal effect; on the % scale 0 is the no-effect control and ±100 the full control effect
Target sequence (P51570 whole entry, looked up): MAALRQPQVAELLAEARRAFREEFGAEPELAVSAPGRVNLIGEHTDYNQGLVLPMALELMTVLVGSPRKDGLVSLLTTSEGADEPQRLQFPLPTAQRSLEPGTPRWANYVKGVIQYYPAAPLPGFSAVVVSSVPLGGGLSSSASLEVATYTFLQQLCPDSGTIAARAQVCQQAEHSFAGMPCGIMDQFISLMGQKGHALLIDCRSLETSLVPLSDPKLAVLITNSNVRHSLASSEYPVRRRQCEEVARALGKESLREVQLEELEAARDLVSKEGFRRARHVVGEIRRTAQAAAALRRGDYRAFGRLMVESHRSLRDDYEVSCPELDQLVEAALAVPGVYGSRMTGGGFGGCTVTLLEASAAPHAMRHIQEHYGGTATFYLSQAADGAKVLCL
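ATP-depletion format; final 35 uM ATP, 100 uM D-galactose, 5 nM enzyme; pH 8.0 HEPES/Mg2+ buffer; 60 min RT; luminescence read 10 min after detection reagent.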
a7 integrin act = activators of alpha7 integrin expression for muscular dystrophy; Potency, µM (titrated, usually from 38.3 µM), without a hit: at the top dose activation, hits mostly activators; alpha7betagal myoblasts, beta-gal FDG fluorescence, 48 h; hit rate 0.064% among 350,000;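 further: potency means the concentration at half of the fitted maximal effect; 100% = response of the positive control SU9516; nearly all actives have a fitted effect of over 60% in size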
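alpha7betagal+/- myoblasts (passage 13, 250/well) treated 48 h at 37C with compounds at 1:260 dilution of DMSO stock. Lysed, then beta-galactosidase activity read as FDG fluorescence (ex 480/em 540) after 30 min, with pre-read for autofluorescence.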
ASM inhibitor = human S-ASM enzyme inhibition; hit rate 0.006% among 340,000; P17405; placental ASM, HMU-PC fluorogenic substrate, 60 min; Potency, µM (titrated, usually from 57.5 µM), inactives show top-dose activity change, negative = inhibition, usual class: inhibitors; further: potency means the concentration at half of the fitted maximal effect
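Steps: dispense placental human ASM, pin compound, wait 10 min at room temperature, add HMU-PC0 substrate at 9 uM final, incubate 60 min at 37 °C, add stop solution raising pH to 10, read fluorescence.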
FBPA coupling cs = inhibits coupling enzyme system, counter-screen for aldolase hits; coupling enzyme system counterscreen, AmpLite Red fluorescence; activity change, negative = inhibition, % at 58.2 µM, hits read low; hit rate 0.67% among 290,000; AID 2472; in the data active means activity change below about -30%; further: on the % scale 0 is the no-effect control and ±100 the full control effect
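Activity here indicates interference with the coupling reaction, not aldolase inhibition. Compounds at 57.5 uM final met coupling enzymes for 10 min at RT; substrate and AmpLite Red detection followed, with a 525/598 nm fluorescence read after 20 min.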
PKM2 activator = PKM2 (human) enzyme activation | purified PKM2, Kinase-Glo ATP luminescence, activation; response scale: 0% is enzyme alone, no compound | Potency, µM (top dose mostly 57.5 µM), without a hit: at the highest dose activation, usual class: activators | hit rate 0.34% among 260,000 | AID 1631; further: potency means the concentration at half of the fitted maximal effect; on the % scale 0 is the no-effect control and ±100 the full control effect; nearly all actives have a fitted effect of over 55% in size
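hPK-M2, >95% pure; 0.1 mM ADP / 0.5 mM PEP final; imidazole pH7.2 buffer w/ 7 mM MgCl2, 50 mM KCl; 1 h RT; Kinase-Glo lum. Intermediate enzyme activity for dual inhibitor/activator qHTS.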
Numbers without * were called inactive; u = inconclusive; x = not tested or not shown; [ ] = dose if it differs, or a comment. Unless noted, the call rests on the fitted dose curve; in most records, active means well fitted curve in the direction sought with a large enough effect; inconclusive means small, poorly fitted or top-dose-only effect, or another doubt; inactive means no such curve, though single readings can be large; an effect the other way counts as inactive or inconclusive. Not all compounds are listed; rates above refer to the full screens.

canonical_smiles	Menin MLL FP TR	B2AR arrestin	TSG101-PTAP inh	Giardia kill	Tb PFK block	BCR signal inh	GALK inh	a7 integrin act	ASM inhibitor	FBPA coupling cs	PKM2 activator
Cc1cccc(N(CC(=O)Nc2ccccc2-c2ccccc2)S(=O)(=O)c2ccccc2)c1C	0%	-0.3%	-7%	-2	1%	u	1%	6%	0%	7	0%
COc1ccc(CCn2c(C)cc(C(=O)CSc3nnnn3-c3ccccc3)c2C)cc1	3%	0.1%	0%	-1	-2%	5%	-1%	9%	4%	-3	-6%
CCC(c1nc2ccccc2c(=O)n1CCN1CCOCC1)N1C(=O)c2ccccc2C1=O (stereo unspecified)	-17%	0.1%	-4%	-8	-11%	-6%	2%	5%	-1%	-5	4%
O=C(c1ccc2c3c(cccc13)CC2)C1CCCN(C(=O)c2ccc[n+]([O-])c2)C1 (stereo unspecified)	x	-0.9%	-6%	-4	2%	6%	-3%	-21%	6%	0	13%
CCOC(=O)c1ccc(NC(=O)c2cc3c(s2)CCC3)cc1	x	-0.1%	1%	18	-1%	-17%	3%	-27%	-2%	4	-1%
O=C(Nc1cc(S(=O)(=O)N2CCOCC2)ccc1N1CCCC1)c1cc(=O)[nH]c2ccccc12	x	-0.4%	-2%	29	0%	-16%	0%	-33%	-3%	-20	-13%
O=c1[nH]c(NCCO)nc2ncn(Cc3ccccc3)c12	25%	-0.2%	-4%	13	1%	u	-5%	-9%	3%	2	-3%
CCOC(=O)N1CCN(Cc2ccccn2)CC1	-12%	x	-6%	-8	x	x	-3%	19%	3%	-1	2%
O=C(Nc1ccc(C(F)(F)F)cc1)c1cccnc1N1CCOCC1	7%	-0.3%	1%	0	-1%	u	-1%	4%[7.66 µM]	-6%	-1	6%
CC(=O)c1c(C)nc2ccc(Br)cc2c1-c1ccccc1	1%	-0.2%	-1%	2	0%	u	0%	0%	-6%	7	-8%
COc1ccccc1C1c2ccc3ccccc3c2Oc2ncn(CCN(C)C)c(=N)c21 (stereo unspecified)	u	-0.1%	-6%	-2	2%	u	-1%	-59%[inhibitor]	-1%	1	x
COc1cccc(-c2c(C(=O)N/N=C(\C)c3ccncc3)nnn2-c2nonc2N)c1	9%	-1.1%	-5%	2	-3%	2%	0%	-14%	-3%	-1	1%
Cc1cc(NS(=O)(=O)c2ccc(NC(=O)COc3ccc(Cl)c(C)c3)cc2)no1	28%	0.1%	-4%	13	12µM*	2%	-4%	1%	-1%	7	0%
COc1ccc(NC(=S)Nc2ccc(OCc3ccccc3)cc2)c(OC)c1	10%	-0.8%	-2%	-29	5%	-8%	0%	-30%	3%	2	9%
Cc1coc2c(O)cc3c(c12)OC1(N2CCCCC2)C(=O)NCCCC31 (stereo unspecified)	-6%	-0.8%	-3%	32[activator]	-3%	-16%	x	-65%[inhibitor]	-3%	-44*	u
CC/C(=N/NC(=O)c1ccccc1)c1ccc(OCCN2CCOCC2)cc1	0%	-0.7%	1%	1	0%	u	1%	27%	0%	4	-6%
Cc1nn(C)c(C)c1Sc1ccc(Br)cc1	-4%	0.2%	-1%	-2	-2%	-2%	0%	4%	8%	-11	-2%
O=C(Nc1cccc(F)c1)Nc1ccccn1	-16%	0.4%	-4%	3	4%	-3%	-3%	-16%	0%	2	-3%
COc1ccc(C(=O)N(Cc2ccc(N(C)C)cc2)C2CCS(=O)(=O)C2)cc1 (stereo unspecified)	-4%	-0.1%	-4%	-10	3%	u	7%	11%	2%	1	-1%
CC(Sc1nnc(-c2cccnc2)n1-c1ccccc1F)C(=O)N1CCCc2ccccc21 (stereo unspecified)	-26%	-0.4%	x	x	0%	u	-2%	x	x	0	4%
CCN(CC(=O)Nc1c(F)cccc1F)C(=O)c1ccc(S(=O)(=O)N2CCCC2)cc1	x	0.0%	-1%	3	-5%	-1%	x	25%	3%	x	x
COc1cccc(C(=O)NCC(C)(C)SCc2ccc(F)cc2)c1	u	-1.2%	-6%	6	1%	u	6%	-3%	-3%	1	x
CCCn1c(SCC(=O)O)nc2ccccc21	-17%	0.0%	-1%	2	-9%	u	0%	21%	-1%	7	-4%
Cc1noc(C)c1COC(=O)[C@@H](NC(=O)c1ccccc1Cl)C(C)C	7%	0.0%	-2%	7	-4%	-2%	6%	u	-3%	2	0%
COc1cc(OC)cc(C(=O)NCC(=O)OCc2nc3ccccc3s2)c1	11%	0.2%	-1%	6	-3%	4%	-2%	u	-1%	1	-1%
COc1ccc(Oc2c(Cl)cnn(-c3ccc(F)cc3)c2=O)cc1	-6%	-1.8%	-1%	10	0%	19%	-2%	-24%	-1%	3	0%
Cc1cc(C)nc(OC(=O)c2ccc(Cl)cc2Cl)n1	-9%	-0.2%	x	x	2%	3%	-2%	x	x	1	0%
CC(=O)N(Cc1ccccn1)Cc1ccco1	x	0.2%	-3%	-6	-3%	u	0%	4%	7%	5	-6%
Cc1c(NS(=O)(=O)c2ccc(F)cc2)c(=O)n(-c2ccccc2)n1C	2%	0.2%	1%	-19	-9%	4%	4%	-27%	2%	1	2%
CN(C)S(=O)(=O)N1CCN(Cc2ccccc2)CC1	5%	-0.1%	-9%	6	0%	3%	0%	3%	4%	1	5%

Reformatted with values under each structure: two of the compounds above.
Values run as follows: Menin MLL FP TR, B2AR arrestin, TSG101-PTAP inh, Giardia kill, Tb PFK block, BCR signal inh, GALK inh, a7 integrin act, ASM inhibitor, FBPA coupling cs, PKM2 activator
COc1ccc(CCn2c(C)cc(C(=O)CSc3nnnn3-c3ccccc3)c2C)cc1
  3%, 0.1%, 0%, -1, -2%, 5%, -1%, 9%, 4%, -3, -6%
CC/C(=N/NC(=O)c1ccccc1)c1ccc(OCCN2CCOCC2)cc1
  0%, -0.7%, 1%, 1, 0%, u, 1%, 27%, 0%, 4, -6%

(list continues)
canonical_smiles	Menin MLL FP TR	B2AR arrestin	TSG101-PTAP inh	Giardia kill	Tb PFK block	BCR signal inh	GALK inh	a7 integrin act	ASM inhibitor	FBPA coupling cs	PKM2 activator
CCC(CO)Nc1ncnc2onc(-c3ccc(F)cc3)c12 (stereo unspecified)	10%	-0.7%	-4%	-28	1%	-4%	x	-27%	3%	2	x
CCN1CCN(Cc2ccc(NC(=O)c3ccc(C)c(NC(=O)c4cc(-c5ccc(Br)cc5)n[nH]4)c3)cc2C(F)(F)F)CC1	x	-0.9%	x	29	2%	u	0%	-42%	-16%	-1	2%
O=C(Cc1ccc2ccccc2c1)NC(Cc1ccccc1)C(=O)O (stereo unspecified)	x	0.0%	-2%	6	-2%	1%	x	4%	-1%	x	x
CC(C)C[C@H](NC(=O)N1CCn2c1nc1ccccc12)C(=O)NC1CCCCC1	-15%	0.6%	-2%	32[activator]	1%	-2%	-3%	-14%	-2%	2	0%
COc1ccc2[nH]c3c(c2c1)CCN1C(=O)C(CC(=O)NCCc2ccccn2)C[C@H](C(=O)N2CCCCC2)[C@@]31C (stereo partly specified)	x	-0.6%	1%	14	-3%	u	x	-8%	11%	x	x
Cc1ccc(F)cc1NC(=O)c1cccc(N(C)C)c1	-3%	0.0%	-1%	-8	1%	-19%	3%	13%	4%	-5	-6%
CCOC(=O)C1(CC2CC2)CCN(C(=O)c2cc(OC)nc3ccccc23)CC1	u	0.1%	-2%	-12	-10%	u	3%	-30%	2%	2	4%
NC(=O)C1CCN(Cc2nc3cc(Cl)ccc3c(=O)[nH]2)CC1	x	-0.1%	3%	25	2%	1%	1%	11%	9%	-1	-1%
COc1cc(Cl)cc(C2NC(=S)NC(c3ccccc3)=C2C(C)=O)c1OCC(=O)O (stereo unspecified)	17%	0.4%	-6%	-19	2%	0%	2%	3%	6%	22	-13%
COCCOCCOCCC(=O)NC1CC2CCC1(C)C2(C)C (stereo unspecified)	-9%	0.3%	-5%	-21	1%	u	3%	7%	1%	0	4%
CCc1cccc(NC(=O)CCNS(=O)(=O)c2cccc3nonc23)c1	9%	0.0%	1%	5	0%	-6%	-1%	u	-2%	-1	-2%

Ordered by value in Menin MLL FP TR (falling): three of the compounds above
compound,Menin MLL FP TR
CCc1cccc(NC(=O)CCNS(=O)(=O)c2cccc3nonc23)c1,9%
COCCOCCOCCC(=O)NC1CC2CCC1(C)C2(C)C (stereo unspecified),-9%
CC(C)C[C@H](NC(=O)N1CCn2c1nc1ccccc12)C(=O)NC1CCCCC1,-15%
